# Screening results: PubChem, Broad Institute
# PAX8 inh HTS = PAX8 transcriptional activity inhibition; inhibition, % at 12.6 µM; RMG-I TPO-luciferase reporter, SteadyGlo, 24 h; 360,000 tested, 1.2% active;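 active = mean replicate inhibition at least 60% with every replicate also reaching 60%; inconclusive = only one of the two criteria is met; inactive = mean below 60% and not all replicates reaching 60%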;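 note: luciferase light reporting Pax8 driven TPO promoter activity; plate controls were median of neutral control wells for no effect and mitoxantrone controls for full effect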
# FN deposit inh = fibronectin deposition inhibition | AID 743247 | AH1F fibroblasts, Alexa488-fibronectin deposition fluorescence, overnight | inhibition, % at 12.6 µM | 350,000 tested, 0.086% active;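 active = mean inhibition across replicates of 30% or more, regardless of how many single replicates reach that level; inconclusive = mean under 30% yet at least half of replicates reach 30%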;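 note: positive control wells lacked labelled fibronectin entirely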
#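 test system = AH1F fibroblasts assembling fluorescent fibronectin matrix | quantity = 10000 AH1F cells per well | buffer or medium = DMEM plus 2% serum, read in PBS | doses = single dose, pinned | incubation = 1 h cell attachment, overnight exposure to compound and label | detection = fluorescence at 485 nm excitation, 525 nm emission | read-out basis = inhibition from reduced deposited-fibronectin fluorescence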
# CFTR F508del cor = CFTR F508del correction in bronchial cells | CFBE cells, YFP halide quenching; stimulated with forskolin plus potentiator P3; % fluorescence drop versus neutral controls | activity (quench increase), % at 7.58 µM | 350,000 tested, 0.36% active | AID 720511;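 active = mean added fluorescence quench of at least 8% versus neutral control, with both replicates also reaching 8%; inconclusive = only one of the mean or replicate conditions met; inactive = mean below 8% and not both replicates reaching 8%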;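 note: cells transiently co-express mutant CFTR-F508del with the halide-sensitive YFP; corrector assay measuring rescue of mutant channel to the surface after 24 h compound exposure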
# GSIS activator = GLuc luminescence reporter in INS-1E cells, primary screen for activators of glucose-dependent secretion of insulin. INS-1E GLuc reporter insulin secretion, 2-3 h. activation, % at 16.6 µM. 370,000 tested, 0.61% active. AID 743287;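 active = lowest replicate activation of at least 40%, so every replicate reaches that level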;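 note: 0% = median of neutral control wells and 100% = median of IBMX positive control wells; some compounds called inactive have numbers as strong as hits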
# DENV2 CPE = inhibitors of DENV2 cytopathic effect | DENV2-infected cells, cytopathic effect rescue, plate reader | CPE inhibition, % at 9.99 µM | 350,000 tested, 1.7% active | AID 651640; in the data active = CPE inhibition above about 20%, passing the limit was not always enough; inconclusive = no clear call, values can overlap the other calls; tested in BHK-21 cells;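 note: 0% = median of neutral control wells and 100% = median of positive control wells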
# miR122 inh = inhibitors of miR-122 in Huh7 cells. Huh7 miR-122 Renilla luciferase sensor, 48 h; neutral wells = 0, positive control = 100. activation (reporter increase), % at 12.5 µM. 340,000 tested, 0.3% active;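 active = mean replicate activation score at least 90 and every replicate individually at or above 90; inconclusive = only one of the two criteria met; inactive = neither criterion met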;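 note: higher luciferase means less miR-122 activity so hits act as miR-122 inhibitors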
# EWS-Fli block = EWS/Fli transcriptional activity inhibition. A673 NR0B1-luciferase reporter, viability-normalised. inhibition, % at 12.6 µM. 350,000 tested, 0.67% active;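 active = mean inhibition of at least 50% after viability correction, with every replicate also passing that limit; inconclusive = mean reaches 50% but only one of two replicates passes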;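 note: firefly luciferase signal divided by Alamar Blue viability fluorescence both relative to DMSO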
# The depositor's hits bear a star; ? = inconclusive; . = no result given; & = joins results of further samples; [ ] = remark or other dose.
SMILES,PAX8 inh HTS,FN deposit inh,CFTR F508del cor,GSIS activator,DENV2 CPE,miR122 inh,EWS-Fli block
O=C(Nc1cccc2ccccc12)N(c1ccccc1)c1ccccc1,16,-8,-2.2,-12,.,4,1
COCCN1C2=C(C(=O)CC(C)(C)C2)C(c2ccc(OC)c(OC)c2)C2=C1CC(C)(C)CC2=O,14,2,-2.6,-13,-1,9,9
COc1ccc(OC)c(-c2csc(NC(=O)CSCc3c(C)noc3C)n2)c1,.,-4,0.5,-14,-3,.,-7
O=C(NC1CC1)C1=C[C@@H](C2CC2)C[C@@H](OCc2ccc(CO)cc2)O1,-6,-15,-2.2,-9,-6,7,18
O=C(Nc1ccccc1F)N1CC(=O)N2[C@H](C1)[C@H](c1ccc(-c3cccnc3)cc1)[C@@H]2CO,.,-2,0.8,-2,-2,.,-1
Cc1ccsc1/C=N/NC(=O)Nc1ccccc1,-235,.,3.8,2,8,.,-92
CC(C)CNC(=O)C1(C)CCN1C(=O)c1ccc(C(C)(C)C)cc1 (stereo not drawn),21,2,-2.4,6,14,1,15
COc1ccc(S(=O)(=O)N(C)C[C@H]2Oc3ccc(NC(=O)Nc4ccc5c(c4)OCO5)cc3C(=O)N([C@H](C)CO)C[C@H]2C)cc1,.,-7,1.4,-10,1,89[16.7 µM],-5
Cc1ccccc1-c1ccc(C2[C@@H]3CN(C(=O)C4CCCC4)C[C@H]2N3)cc1 (stereo partly drawn),.,-10&6,-0.5&-4.4,-21&19,7&-5,.,2&-10
Cc1ccc(S(=O)(=O)N(C)C[C@@H]2Oc3ccc(NS(=O)(=O)c4ccc(Cl)cc4)cc3C(=O)N([C@@H](C)CO)C[C@H]2C)cc1,.,.,-0.6,-20,-4,-7[16.7 µM],-4
CN(C)C(=O)c1cccc(-c2ccc3c(c2)[C@H]2[C@H](CCN2C(=O)C2CCOCC2)[C@H](CO)N3)c1,7,0,-2.4,1,-9,-12[16.7 µM],4
COc1cc(-c2n[nH]c(=S)n2-c2ccccc2C(F)(F)F)cc(OC)c1OC,1,-4,-1.4,2,1,.,11
NCC[C@H]1CC[C@@H](NC(=O)Nc2ccc(F)cc2)[C@@H](CO)O1,-4,0,-2.2,-11,?,.,2
Cc1nc(C(=O)Nc2ccc(Cl)cc2)sc1C1(C)CC(c2cccc([N+](=O)[O-])c2)=NO1 (stereo not drawn),6,9,-2.3,7,14,.,18
CC(C)(C)NC(=O)Cn1c(SCC(=O)NC2CC2)nc2ccccc21,16,1,-1.1,0,-1,-4,5
COc1ccc(C(CNC(=O)c2cc(F)c(F)c(F)c2F)N2CCOCC2)cc1 (stereo not drawn),-2,.,-2.3,-6,1,.,13
C[C@@H](O)C#Cc1ccc([C@@H]2[C@H](CO)N3CCCCN(CC4CC4)C[C@@H]23)cc1,13,-7,-0.6,1,-7,44[16.7 µM],-2
C[C@@H]1CN([C@H](C)CO)C(=O)c2cccc(NS(=O)(=O)c3ccc(Cl)cc3)c2O[C@H]1CN(C)Cc1ccc(Cl)c(Cl)c1,5,.,1.5,-18,0,15[16.7 µM],12
COCCC(=O)NNS(=O)(=O)c1ccc(Cl)cc1,23,2,-1.2,.,-16,.,15
Clc1cc(-c2ccc(/C=N/n3cnnc3)o2)ccc1Br,-17,3,-0.4,0,4,.,-6
O=C(O)c1ccc(Nc2ccc(Cl)c(Cl)c2)c([N+](=O)[O-])c1,0,5,-3.1,-25,6,.,0
Cc1ccc(NC(=S)Nc2c(C)n(C)n(-c3ccccc3)c2=O)cc1,0,-2,.,20,.,.,.
O=C(C[C@H]1CC[C@@H]2[C@H](COC[C@@H](O)CN2C(=O)c2cnccn2)O1)NCc1ccc(Oc2ccccc2)cc1,.,2,2.8,-4,-7,-3[16.7 µM],.
Cc1cc2[nH]c(=O)c(=O)[nH]c2cc1S(=O)(=O)Nc1cccc(C)c1C,-9,-10,-1.4,3,-1,-4,9
CC(=O)NCCn1c(SCC(=O)OCc2ccccc2)nc2ccccc2c1=O,16,4,.,7,.,8,.
# The results go on.
SMILES,PAX8 inh HTS,FN deposit inh,CFTR F508del cor,GSIS activator,DENV2 CPE,miR122 inh,EWS-Fli block
CCN(CC)CCN(C(=O)c1ccc2c(c1)CCCC2)c1nc2ccc(F)cc2s1,-9,0,0.6,-59,5,5,-33
Cc1ccc(S(=O)(=O)NCC(c2cccnc2)N(C)C)cc1 (stereo not drawn),-9,5,.,.,.,-1,.
CCCCCCCCNc1nc(Cl)nc(NCCN2CCOCC2)n1,1,-6,1.9,13,3,-5,10
O=C(O)CCN1C(=O)C2C3c4ccccc4C(c4ccccc43)C2C1=O (stereo not drawn),-5,-2,-0.2,24,-7,-4,-3
CCOC(=O)N1CCN(C(=O)CNC(=O)c2ccc(Cl)cc2)CC1,12,2,3.0,3,0,.,.
Cc1nc2cc(NC(=O)Nc3cccc([N+](=O)[O-])c3)ccc2n1C,-95,-5,.,.,35*,-3,-78
C[C@@H](NC(=O)[C@@H]1[C@@H](CO)[C@@H]2Cn3c(ccc(-c4cccnc4)c3=O)[C@H]1N2C)c1ccccc1,-6,.,-2.2,6,4,1[16.7 µM],-2
Cc1cc(-n2c(=S)sc3c(=O)n(-c4ccc(F)cc4)c(SCC(=O)O)nc32)ccc1Cl,-16,-5,-3.0,-7,-1,.,-17
COc1ccc(/C=N/NC(=O)CNc2n[nH]c(=O)[nH]c2=O)cc1OC,38,1,1.7,-7,.,0,4
CC(=O)Nc1ccc(OCC(O)Cn2c(CO)nc3ccccc32)cc1 (stereo not drawn),18,19,-2.3,-1,-1,.,12
O=C(c1ccco1)N1N=C(c2ccc3nccnc3c2)CC1c1ccccc1 (stereo not drawn),-1,4,-1.9,-3,.,.,-8
CC(=O)/C(=C\N(C)C)Sc1ccc(C)cc1,16,3,-1.3,-27,19,15,5
COCC(=O)Nc1ccc2c(c1)C(=O)N(C)C[C@H](OC)[C@@H](C)CN(CCc1ccccc1)[C@@H](C)CO2,13,-3,5.0,0,?,.,3
CCN1CCCC1CNC(=O)C(=O)NC(C)c1ccccc1 (stereo not drawn),0,4,0.0,-7,-6,-9,-2
COCC(=O)Nc1ccc2c(c1)C(=O)N(C)C[C@H](OC)[C@@H](C)CN(Cc1cncnc1)[C@H](C)CO2,.,-13,-3.1,1,10,1[16.7 µM],-4
Cc1ccc(OCC(=O)N/N=C2/SCC(=O)N2Cc2ccccc2)cc1,11,1,.,-27,0,.,16
Cc1ccc(C2C(=O)N(C3CCC(C)CC3)CC(=O)N2C2CC2)cc1 (stereo not drawn),.,.,1.1,-2,-1,-2,0
C[C@@H]1CCCCO[C@H](CN(C)S(=O)(=O)c2cccs2)[C@@H](C)CN([C@@H](C)CO)C(=O)c2cc(NC(=O)Cc3ccccc3)ccc2O1,8,.,-3.2,-14,?,43[16.7 µM],-10
COc1ccc(CC(=O)c2c(O)cc(O)cc2O)cc1OC,-1,1,.,.,.,-11,.
Cc1ccc(NC(=O)c2nc[nH]c2C(=O)N[C@@H](C)c2ccccc2)cc1,10,-5,-1.2,-1,?,6,-21
COc1ccc(NC(=O)Nc2ccc3c(c2)C(=O)N([C@@H](C)CO)C[C@@H](C)[C@H](CN(C)S(=O)(=O)c2ccc(Cl)cc2)O3)cc1,.,.,-0.7,8,9,-6[16.7 µM],2
COc1cccc(C(=O)NCC2CCCN(C(=O)Cc3cccc(C)c3)C2)c1OC (stereo not drawn),6,-11,-1.2,9,-6,1,3
Cc1ccc(-c2nc(CN(C)C3CCOC3)c(C)o2)s1 (stereo not drawn),8,-2,2.0,-2,0,.,6
COCc1c(C(=O)N(C)Cc2ccccc2N2CCCC2)oc2ccccc12,0,2,-1.2,-41,4,10,6
CC1(C)C(C(N)=O)C(=O)NC(=O)C1C(N)=O (stereo not drawn),-5,9,1.0,-4,2,-1,3
# Other structures:
SMILES,PAX8 inh HTS,FN deposit inh,CFTR F508del cor,GSIS activator,DENV2 CPE,miR122 inh,EWS-Fli block
CC(=O)CCc1c(C)nc2ccc(C(=O)O)cc2c1Cl,20,1,-1.2,-4,10,.,1
Cn1ncc(Br)c1C(=O)NC1CCCCCCC1,-12,-6,1.8,13,10,0,-1
Cc1csc(NC(=O)c2cc(=O)[nH]c3ccc(S(=O)(=O)N4CCOCC4)cc23)n1,11,-1,-2.0,0,13,-6,7
CCOC(=O)c1c(NC(=O)CN2C(=O)NC3(CCCCCC3)C2=O)sc(C)c1-c1ccc(C)cc1,11,.,.,5,18,.,19
O=C(NNc1ccccc1F)C1CCC1,6,-1,0.4,6,-5,.,-12
Cc1ccc(NC(=O)CSc2ncccn2)cc1F,-28,.,-4.5,-1,-4,.,-13
CN(C)c1ccc2c(c1)[C@H]1C[C@H](CC(=O)NCc3ccc(Oc4ccccc4)cc3)O[C@@H](CO)[C@H]1O2,37,6,0.3,5,?,-2[16.7 µM],20
O=C(O)COc1c(Cl)cc(/C=C2\NC(=O)NC2=O)cc1Br,4,7,.,4,-5,.,12
CC(C)[C@H](NC(=O)[C@H](Cc1ccccc1)n1c(=O)[nH]c2ccccc2c1=O)C(=O)N[C@@H](Cc1ccccc1)C(=O)O,.,.,2.7,.,.,2,1
CC1CC(C)CN(C(=O)C(NS(=O)(=O)c2ccc3c(c2)oc(=O)n3C)C(C)C)C1 (stereo not drawn),-5,-11,2.2,12,19,-3,-6
Cc1ccc(-c2cnc3c(c2)C(=O)N([C@@H](C)CO)C[C@H](C)[C@@H](CN(C)C(=O)c2ccccc2)O3)cc1,-10,2,-1.0,1,-3,2[16.7 µM],-8
Cc1ccc(N2CC(C(=O)OCC(=O)c3c(N)n(CC(C)C)c(=O)n(C)c3=O)CC2=O)cc1 (stereo not drawn),7,1,-0.7,2,-1,.,0
COc1ccc2[nH]c3c(c2c1)CCNC3c1ccc([N+](=O)[O-])o1 (stereo not drawn),35,7,-6.1,2,-4,.,14
N#C[C@H]1[C@H](c2ccccc2C2=CCCC2)[C@@H](CO)N1C(=O)NC1CCCC1,.,4,1.9,-25,19,.,-5
O=Cc1cnc(N2CCCCC2)s1,-25,2,2.5,12,-1,.,-1
O=C(NCc1ccccc1)c1nc(S(=O)(=O)Cc2ccccc2)ncc1Cl,20,25,-0.1,42,7,0,.
COc1c(Cl)cc(Cl)cc1C(=O)Nc1ccc(CN2CCCCC2)cc1,-13,-5,-0.9,9,3,5,5
COc1ccc(C(=O)COC(=O)CSCc2c(C)noc2C)cc1OC,.,.,-4.0,55*,4,-2,-4
COc1cc(CCC(=O)Nc2c(C(=O)N3CCN(c4ccccc4OC)CC3)oc3ccccc23)on1,4,20,-2.0,-15,3,12,-7
Cc1ccc(NC(=O)CN2C(=O)S/C(=C\c3cc(Cl)c(OCC(=O)O)c(Cl)c3)C2=O)cc1,-14,-1,0.5,-12,2,-1,-14
CCCCNC(=O)c1nc(C2CCN(S(=O)(=O)c3ccccc3)CC2)oc1-c1cccc(C(F)(F)F)c1,-166,3,-4.4,-3,?,-5,9
COc1ccc(-c2nnc(SCc3c(C)noc3C)o2)cc1,-42,1,-2.6,.,-9,.,-9
Cc1nonc1N1CCN(Cc2cn[nH]c2-c2ccc3c(c2)OCO3)CC1,-1,-1,.,10,.,6,.
Nc1ccccc1SCC(=O)Nc1nccs1,16,-24,-0.8,13,-6,.,1
